# Rtt109 Vps75: C. albicans Rtt109 histone acetyltransferase inhibition; actives 0.16% (n = 330,000); inhibition, % at 34.9 µM; Q5AAJ8; purified Rtt109/Vps75, ThioGlo CoA-SH fluorescence, 4 h;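 active = inhibition of at least 50% in every replicate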
# Target sequence (Q5AAJ8 whole entry, looked up): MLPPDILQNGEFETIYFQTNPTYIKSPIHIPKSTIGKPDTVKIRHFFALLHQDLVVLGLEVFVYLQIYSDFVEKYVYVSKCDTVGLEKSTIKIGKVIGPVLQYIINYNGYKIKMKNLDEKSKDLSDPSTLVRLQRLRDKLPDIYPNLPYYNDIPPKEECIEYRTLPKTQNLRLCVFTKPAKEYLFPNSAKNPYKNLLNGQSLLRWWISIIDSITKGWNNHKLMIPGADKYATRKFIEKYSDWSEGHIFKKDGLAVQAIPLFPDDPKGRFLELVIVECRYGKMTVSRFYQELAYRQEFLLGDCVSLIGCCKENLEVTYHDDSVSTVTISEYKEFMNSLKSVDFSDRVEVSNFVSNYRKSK
# CAL PDZ FP-1: inhibitors of human CAL PDZ peptide binding | actives 0.92% (n = 300,000) | Q9HD26 | purified CAL PDZ, TMR-peptide fluorescence polarization, 1 h | AID 602252 | inhibition, % at 24.9 µM;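 active = mean inhibition of at least 30% with at least half of replicates also reaching 30%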;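 note: 0% = DMSO neutral control and 100% = excess unlabeled competitor peptide PRC23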
# V-ATPase pHluor: regulators of yeast V-ATPase proton transport. S. cerevisiae, pHLuorin cytosolic pH fluorescence. response, % at 10 µM. actives 0.37% (n = 350,000). AID 504577; in the data active = response mostly above about 7.3%, no sharp cut-off; inactive = mostly below about 5.4%; note: actives read high; inactives centre near 0; some compounds called inactive have numbers as strong as hits
# MITF TRPM1 HTS: activators of MITF-driven TRPM1 promoter activity in SK-MEL-5 cells; SK-MEL-5 TRPM1-promoter luciferase, 24 h; % of positive control, neutral wells = 0; activation, % at 12.5 µM; actives 0.75% (n = 300,000); AID 588334;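 active = mean activation of at least 80% with every replicate also reaching 80%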;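 note: 0% = neutral control wells and 100% = parthenolide positive control wells; values of inactives mirror those of a sister screen read the other way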
# CAL PDZ FP-2: inhibitors of human CAL PDZ peptide binding | purified CAL PDZ, TMR-peptide fluorescence polarization, 1 h | inhibition, % at 20 µM | actives 0.02% (n = 330,000) | AID 504414;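 active = highest replicate inhibition of at least 40%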;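 note: plate controls were DMSO neutral control wells for no effect and unlabeled competitor peptide control wells for full effect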
#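 material = purified tagged CAL PDZ domain construct (CerCALP) | buffer or medium = sodium phosphate/NaCl buffer pH 7.4 with TCEP, IgG, Thesit | reagent = TMR-labelled reporter peptide T*-PRC34 bound in PDZ groove | incubation = 1 h room-temperature incubation prior to read | measured by = fluorescence polarization (mP) | evaluation = percent inhibition from loss of millipolarization | control set = unlabelled peptide and DMSO controls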
# Tat export inh: blocks Tat-dependent protein export in E. coli; actives 0.036% (n = 340,000); inhibition, % at 10 µM; E. coli MC4100 TorA-mCherry Tat export, fluorescence;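 active = mean replicate inhibition at least 50% and at least half of replicates individually reaching 50%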;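 note: exported cargo escapes ClpAP degradation while cytoplasmic cargo is degraded and loses fluorescence; 0% = median of neutral control wells and 100% = median of NaSCN control wells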
# RTF Ca sens act: cardiac RTF calcium sensitization; P19429+P45379; IANBD-labeled TnC RTF fluorescence at EC20 calcium; 0% EC20 calcium, 100% full calcium; activation, % at 7.2 µM; actives 0.24% (n = 340,000); AID 493008;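 active = activation above the mean over all tested compounds plus 3 SD, cut at about 30% in these data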;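 note: rise in fluorescence read as greater calcium sensitivity of cardiac thin filaments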
# CDK5 inh: inhibitors of human CDK5/p35 kinase | Q00535+Q15078 | Recombinant CDK5/p35, ADP-Glo luminescence, 60 min | inhibition, % at 10 µM | actives 0.01% (n = 330,000) | AID 488839;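 active = highest replicate inhibition of at least 50% and at least 75% of replicates reaching 50%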;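 note: plate controls were DMSO neutral control for no effect and GW8510 at 10 µM for full effect; many of its hits are not listed in these tables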
# Wnt act: activates Wnt/beta-catenin signaling in a reporter cell assay; activator, plate reader; activation, % at 9.35 µM; actives 1.2% (n = 300,000); in the data active = activation above about 30%, passing the limit was not always enough;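 note: 0% = neutral control wells and 100% = positive control wells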
# dFosB activator: enhances mouse delta FosB homodimer DNA binding. activation, % at 25 µM. actives 0.99% (n = 340,000). purified delta FosB, TAMRA-CDK5 oligo fluorescence polarization; percent of positive-control signal above neutral wells;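 active = mean activation above about 17%, with every replicate also reaching it, limit read from the data, passing the limit was not always enough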;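 note: fluorescence polarization rise as delta FosB binds a TAMRA Cdk5 AP-1 oligo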
# Target sequence (P13346 whole entry, looked up): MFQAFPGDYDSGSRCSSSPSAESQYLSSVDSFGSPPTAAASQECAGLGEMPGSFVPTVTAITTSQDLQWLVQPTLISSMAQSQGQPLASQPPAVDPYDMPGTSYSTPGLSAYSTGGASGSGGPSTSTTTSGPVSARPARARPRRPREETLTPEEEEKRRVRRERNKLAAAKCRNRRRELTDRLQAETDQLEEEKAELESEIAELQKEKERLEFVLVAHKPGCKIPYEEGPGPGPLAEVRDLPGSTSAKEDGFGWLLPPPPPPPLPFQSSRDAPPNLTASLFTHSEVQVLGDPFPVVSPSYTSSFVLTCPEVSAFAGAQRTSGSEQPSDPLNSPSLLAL
# * marks the source's active call; other numbers are inactive results; . = not tested or not shown; & = joins results of further samples.
SMILES,Rtt109 Vps75,CAL PDZ FP-1,V-ATPase pHluor,MITF TRPM1 HTS,CAL PDZ FP-2,Tat export inh,RTF Ca sens act,CDK5 inh,Wnt act,dFosB activator
O=c1c2ccccc2n(Cc2ccc(Cl)cc2)c(=O)n1Cc1ccco1,3,-2,-1,-10,-0.3,0,4,-1.0,.,-10
CCOc1ccc2ccccc2c1/C=N/NC(=O)c1ccncc1,5,-6,2,.,-2.3,-10,10,-1.7,1,12
O=C(OCCOc1cccc(Cl)c1)c1ccc(F)c(S(=O)(=O)N2CCOCC2)c1,-3,.,0,-5,0.4,5,-4,0.6,2,-7
CCc1ccc(N2C(=O)CN(Cc3ccccc3)C2=S)cc1,13,-2,-2,4,-0.8,2,5,0.5,-1,1
COc1ccc(CNc2nc(NCc3ccc(OC)cc3)c3ncn(C4CCCC4)c3n2)cc1,-3,2,-3,-22,0.5,4,-4,0.8,.,1
COc1ccc(CC(=O)c2ccc(OC)c(OC)c2C)cc1OC,0,2,0,24,-3.1,-2,-4,1.0,1,-7
Cc1cc2c(SCC(=O)N3CCN(c4ccccc4)CC3)ncnc2s1,-4,1,0,0,-1.0,0,-2,-1.6,-4,-12
Nc1nc(-c2cccnc2)nn1C(=O)COc1ccccc1,4,.,-1,1,0.5,2,-6,-0.2,.,3
COc1cc(S(=O)(=O)NC2CCCC2)c(OC)cc1Cl,7,-7,1,5,-0.6,-7,2,-1.2,.,1
Cc1cccn2c(CN(C)CC3Cc4ccccc4O3)c(C(=O)N3CCCCC3)nc12 (stereo unspecified),4,-7,-5,-15,7.0,1,-4,-0.8,-2,-8
COC(C(=O)Nc1ccnn1C1CCN(Cc2ccc(CO)o2)CC1)c1ccccc1 (stereo unspecified),2,-5,-1,-5,-0.7,-3,-5,1.5,2,-4
Cc1cc2cc(C(c3nnnn3C(C)(C)C)N(Cc3ccco3)CC3CCCO3)c(=O)[nH]c2cc1C (stereo unspecified),10,-2,0,.,-0.7,-11,-2,-0.6,.,11
Cc1ccc(C)c(SCC(=O)OCC(=O)NCCNC(=O)COC(=O)CSc2cc(C)ccc2C)c1,14,1,2,0,-2.8,3,-9,-0.2,5,-11
Cc1cccc(C)c1C(OCCN(C)C)C1CCCCC1 (stereo unspecified),4,-6,-2,10,-0.1,-1,13,-1.2,.,10
O=C(NCc1ccccc1)C1CCCN(S(=O)(=O)c2cccc3nsnc23)C1 (stereo unspecified),-11,-5,-3,1,0.5,-5,-6,0.9,0,-8
O=C(Nc1cccc(S(=O)(=O)N2CCOCC2)c1)C1CC(=O)N(c2ccc3c(c2)OCCO3)C1 (stereo unspecified),15,.,-3,-5,-1.9,3,-9,-0.2,2,0
COc1ccc(OC)c(NC(=S)NN2CCN(C)CC2)c1,1,-1,0,6,-1.8,5,-7,1.2,1,-1
CCOC(=O)C(=CNc1ccccc1N1CCOCC1)C(=O)OCC,-2,-6,0,.,0.2,2,-2,0.7,1,-8
Cc1nc2cc(NC(=O)Nc3nccs3)ccc2n1C,8,-2,-2,8,-0.6,-2,1,1.9,.,2
COc1ccc(-c2nc3ccc(C(=O)NCC(OC)OC)cc3nc2-c2ccc(OC)cc2)cc1,-4,0,1,10,-7.9,-1,5,1.0,-3,-27
Cc1cc2c(c(=O)n1C)C(C(C)C)C(C#N)=C(N)O2 (stereo unspecified),-2,-2,-4,-4,-1.2,6,-3,-0.8,.,0
C=C(C)CSc1nnc2n(N)c(=O)c3ccccc3n12,-1,11,0,.,-1.9,-6,0,-1.6,16,-5
O=C(NCCc1c[nH]c2ccc(Cl)cc12)c1cccnc1,3,-3,-1,-2,-1.9,-6,5,-11,-2,-3
COc1ccc(-c2csc(N(CCCN(C)C)C(=O)c3ccc(C)cc3)n2)cc1,3,.,-3,9,-1.7,7,1,1.4,-3,8
CN(C)CCN1CCc2ccccc21,9,-2,-7,-5,1.2,4,-1,.,-4,-2
COc1cc(C)ccc1S(=O)(=O)N1CCCCCC1,3,-7,-1,3,-0.2,-4,-9,1.5,-2,2
CCOc1ccc(N(CC(=O)NCCc2ccc(Cl)cc2)S(=O)(=O)c2c(C)[nH]c(=O)[nH]c2=O)cc1,-5,.,0,-9,-1.6,1,2,-1.3,-2,-4
COc1ccc2c(c1)[C@H]1[C@H](CO2)[C@H](c2ccccc2)[C@]2(C)C(=O)Nc3cc(Cl)ccc3C(=O)N12,6,-1,0,-18,-0.2,-3,2,0.1,.,-7
COc1ccc(NC(=O)Cn2cccc2)cc1Cl,6,-2,11,6,-0.7,-3,5,-0.5,-2,6
Cc1ccccc1-n1c(C)cc(/C=C2\NC(=O)NC2=O)c1C,5,.,-4,61,-0.8,-2,-3,0.0,.,-4
O=C(NCc1ccccc1Cl)C1CCCN1C(=O)NC1CCCCC1 (stereo unspecified),5,-2,-5,7,-0.4,6,4,-4.1,-2,3
Cc1nc2sc(C(c3cccs3)N3CCN(C(=O)c4ccco4)CC3)c(O)n2n1 (stereo unspecified),4,0,7,9,-0.7,-3,2,1.2,-4,-2
COC(=O)CCN1CCC(c2cc(-c3cccc(C(F)(F)F)c3)n[nH]2)CC1,5,-4,-2,-9,-0.9,-7,2,0.0,0,2
COc1ccccc1N1Cc2ccccc2C1,2,4,-5,.,0.1,-8,-2,-0.4,.,-10
COc1ccc(OC(C)C(=O)NC2CC(C)(C)NC(C)(C)C2)cc1 (stereo unspecified),-6,-1,-4,.,-2.3,8,-1,1.4,6,-2
CN(C)c1cccc(C(=O)NCCCn2ccc3ccccc32)c1,5,0,-4,-4,-0.9,-2,-3,0.1,-1,-5
COc1ccccc1NC(=O)CSc1nnc(CC(=O)Nc2cccc(C(F)(F)F)c2)n1C,-17,.,-2,1,-1.2,-5,5,-1.4,.,3
CCOC(=O)c1ccc(NC(=O)c2cc(=O)[nH]c3ccccc23)cc1,3,.,2,-14,0.4,-3,3,-0.9,-1,8
CCN(C(=O)CN1CCOCC1)c1c(N)n(Cc2ccccc2)c(=O)[nH]c1=O,.,3,2,9,-1.5,0,-4,0.1,-3,-4
CSc1ccc(/C=N/NC(=O)C[n+]2ccccc2)cc1,2,3,1,-1,-0.2,0,-3,1.6,3,4
Cc1c(Cl)cccc1N=Cc1ccc([N+](=O)[O-])s1,12,.,20*,-11,-2.5,-4,-1,-1.2,.,1
NC(=O)Nc1ccc(C(=O)OCC(=O)c2c[nH]c3ccccc23)cc1,-10,.,0,13,-2.2,-11,2,-3.4,-1,-9
C=CCN(c1ccccc1)S(=O)(=O)c1cccc(C(=O)NCC(c2cccs2)N2CCOCC2)c1 (stereo unspecified),2,.,-4,-21,-1.8,6,-8,0.0,1,0
CN(C)S(=O)(=O)c1cccc(NC(=S)NC2CCCCC2)c1,9,1,2,-5,-1.6,5,4,1.4,0,-7
COc1cc(CNCCN(C)C)c(Br)cc1OCC(=O)NCc1ccccc1,-1,0,-1,-7,0.0,-5,-2,-0.7,.,0
COc1ccc([C@H]2CC(=O)C=C(c3cccc(C#N)c3)C2)cc1,-4,5,2,22,-1.3,13,-1,-1.8,-6,-3
CCOc1ccc(NC(=O)CN2C(=O)NC(CCc3ccccc3)C2=O)cc1OCC (stereo unspecified),6,-4,6,-6,0.1,0,-11,-1.3,-4,-5
O=C(N/N=C/c1cc([N+](=O)[O-])cc([N+](=O)[O-])c1O)C(O)(c1ccccc1)c1ccccc1,-4,2,6,0,0.8,1,-1,0.9,5,-3
CC(C(=O)N1CCOCCOCCOCCOCCOCC1)N1C(=O)c2ccccc2C1=O (stereo unspecified),14,3,0,3,-0.5,2,1,0.4,-1,6
O=C(Cc1ccc([N+](=O)[O-])cc1)c1ccc(O)cc1O,8,-1,0,9,-1.6,-4,-5,1.1,11,3
Cn1c(SCC(=O)Nc2ccc3cn[nH]c3c2)nnc1-c1cccs1,2,-4,2,-11,-0.9,-5,-4,-0.4,.,-4
CC[N+](C)(CC)CC(O)COCC1COc2ccccc2O1 (stereo unspecified),2,0,-7,-7,-1.7,-1,3,-2.4,3,9
CCN(CC)S(=O)(=O)c1ccc2c(c1)N(CC(=O)N1CCC(C(N)=O)CC1)C(=O)CO2,8,1,0,-5,-0.4,-6,-10,0.1,-1,-8
COc1ccc(CCC(=O)OCc2csc(CC(=O)Nc3ccccc3C)n2)cc1,-1,.,-2,8,-0.6,4,-6,0.9,3,-2
Cc1c(NC(=O)c2ccccc2)cccc1[N+](=O)[O-],5,0,2,16,-1.0,-2,7,0.5,.,3
O=C(Nc1cccc(S(=O)(=O)N2CCCCC2)c1)c1cc(=O)[nH]c2ccccc12,3,-3,0,-15,-0.3,19,1,2.6,-5,-3
Cc1ccccc1C(=O)NCC(=O)OC(C)C(=O)NC(C)CCc1ccccc1 (stereo unspecified),0,.,1,-3,0.5,1,5,0.1,-1,4
O=C(COC(=O)c1cccc(S(=O)(=O)N2CCOCC2)c1)Nc1ncc(C(F)(F)F)cc1Cl,-10,-2,-3,.,-0.8,-3,0,3.1,-5,-10
CCN(CC)C(=O)[C@H]1CC(CC(=O)NCc2ccc(OC)c(OC)c2)C(=O)N2CCc3c([nH]c4ccccc34)[C@]12C (stereo partly specified),0,-4,-1,17,0.1,5,2,1.1,-1,6
Cc1csc(=Nc2ccc(S(=O)(=O)N3CCOCC3)cc2)n1Cc1ccco1,3&1,0&-5,-2&0,1&-3,-0.4,7&9,9&-1,-0.1&1.6,-2,-5&-4

# Next compounds:
SMILES,Rtt109 Vps75,CAL PDZ FP-1,V-ATPase pHluor,MITF TRPM1 HTS,CAL PDZ FP-2,Tat export inh,RTF Ca sens act,CDK5 inh,Wnt act,dFosB activator
O=C(Cc1ccccc1)NC1CCS(=O)(=O)C1 (stereo unspecified),11,1,-3,-5,-1.4,1,-2,-3.3,.,3
COc1cc(C(=O)N[C@H](C(=O)NC2CCCCCC2)C(C)C)cc(OC)c1OC,7,17,-5,-3,-0.3,0,0,-0.2,.,-3
O=C(NCc1ccco1)c1ccc(Cl)nc1,20,-1,-3,0,-1.8,-3,0,-2.2,-4,-7
O=C(NCc1cccnc1)c1ccc(NC(=O)c2ccco2)cc1,-1,135*,-4,9,-0.7,4,-4,.,.,-10
C/[N+]([O-])=C1\Cc2ccccc2C1=O,-2,4,0,0,-0.6,2,-2,0.5,-3,6
Cc1cc(C)cc(NC(=O)CN(c2ccc(F)cc2)S(C)(=O)=O)c1,1,4,-3,8,-0.7,2,2,-0.2,-1,-8

# Compound profiles, from the list above. Values in the order: Rtt109 Vps75, CAL PDZ FP-1, V-ATPase pHluor, MITF TRPM1 HTS, CAL PDZ FP-2, Tat export inh, RTF Ca sens act, CDK5 inh, Wnt act, dFosB activator
# Record of Cc1c(Cl)cccc1N=Cc1ccc([N+](=O)[O-])s1 = 12, ., 20*, -11, -2.5, -4, -1, -1.2, ., 1
# Record of O=C(Cc1ccccc1)NC1CCS(=O)(=O)C1 (stereo unspecified) = 11, 1, -3, -5, -1.4, 1, -2, -3.3, ., 3
# Record of Cc1cc2c(SCC(=O)N3CCN(c4ccccc4)CC3)ncnc2s1 = -4, 1, 0, 0, -1.0, 0, -2, -1.6, -4, -12
# Record of CCOc1ccc(N(CC(=O)NCCc2ccc(Cl)cc2)S(=O)(=O)c2c(C)[nH]c(=O)[nH]c2=O)cc1 = -5, ., 0, -9, -1.6, 1, 2, -1.3, -2, -4

# Rows were taken by chance; about 4.1% have a hit in one of these screens.
